High-throughput results: PubChem, National Center for Advancing Translational Sciences (NCATS)
TDP43 rescue: inhibitors of TDP-43 toxicity in yeast. TDP-43 expressing yeast growth rescue, BacTiter-Glo, 24 h. Potency, µM (doses to about 46.1 µM), inactives show at the top dose growth rescue (activation), usual class: activators. hit rate 1.8% among 410,000; also: potency is read from the fitted curve at half-maximal effect; % of control where 0% means no effect; nearly all actives have a fitted effect of over 50% in size
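Readout is BacTiter-Glo luminescence of cell growth, so inhibitors register as activators. TDP-43-expressing yeast at OD600=0.02 in galactose medium, after raffinose pregrowth to mid-log, were incubated with compound for 24 hr at 30 deg C.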
aSyn yeast inh: inhibitors of alpha-synuclein toxicity in yeast. Yeast expressing alpha-synuclein, growth rescue, BacTiter-Glo, 24 h. Potency, µM (titrated, usually from 46.1 µM), inactives show top-dose growth rescue (activation), actives largely listed as activators. hit rate 0.14% among 370,000. AID 652106; also: potency is read from the fitted curve at half-maximal effect; % of control where 0% means no effect; nearly all actives have a fitted effect of over 65% in size
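Rescue of yeast growth: cells expressing toxic alpha-synuclein, induced in galactose at OD600 0.02, incubated with compound 24 h at 30 C. ATP luminescence quantified growth; inhibitors of toxicity appear as activators.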
FUS yeast rescue: suppressors of FUS proteinopathy in yeast; S. cerevisiae FUS-expressing, growth rescue, OD600, 24 h; Potency, µM (titrated, usually from 76.6 µM), for the others: at the highest dose growth rescue (activation), hits mostly activators; hit rate 0.24% among 390,000; AID 1347120;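 also: potency is read from the fitted curve at half-maximal effect; plate controls were DMSO vehicle for no effect and reference control for full effect; nearly all actives have a fitted effect of over 55% in size; some results filed as inactive show a strong effect at the top dose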
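Restored growth of FUS-toxic S. cerevisiae, read as 600 nm absorbance after 24 h at 30C in galactose medium (starting OD 0.005). Controls CP55940 and DMSO.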
GLP1R inv ag: acts as inverse agonist at human GLP-1 receptor. hit rate 1.6% among 410,000. AID 624417. Potency, µM (series often up to 38.3 µM), inactives show top-dose activity change, negative = inhibition, actives largely listed as inhibitors. P43220. HEK293 GLP-1R CRE-luciferase, luminescence, 24 h; GLP-1R form is constitutively active; also: potency is read from the fitted curve at half-maximal effect; % is scaled to controls: 0 for no effect and ±100 for the full control effect; nearly all actives have a fitted effect of over 55% in size
Target sequence (P43220 whole entry, looked up): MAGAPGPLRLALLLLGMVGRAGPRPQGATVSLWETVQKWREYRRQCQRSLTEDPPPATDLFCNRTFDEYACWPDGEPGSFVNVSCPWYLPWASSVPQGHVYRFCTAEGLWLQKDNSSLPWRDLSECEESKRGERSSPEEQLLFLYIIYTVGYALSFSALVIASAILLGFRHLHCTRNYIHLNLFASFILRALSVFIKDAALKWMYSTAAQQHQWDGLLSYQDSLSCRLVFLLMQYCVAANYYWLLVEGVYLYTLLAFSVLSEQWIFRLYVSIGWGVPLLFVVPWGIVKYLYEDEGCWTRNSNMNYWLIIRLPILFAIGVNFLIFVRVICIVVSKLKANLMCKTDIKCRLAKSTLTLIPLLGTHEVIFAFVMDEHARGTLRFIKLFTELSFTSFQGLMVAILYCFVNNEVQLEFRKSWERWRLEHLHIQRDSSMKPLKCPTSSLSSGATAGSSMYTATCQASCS
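Stable HEK293 clone (constitutively active GLP-1R + cAMP-response luciferase); 200 cells/uL plated, 12 h pre-culture, compound 24 hr, 37 deg C/5% CO2; detection reagent 12 min RT; luminescence.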
MmCpn inh: inhibitors of Methanococcus maripaludis chaperonin (MmCpn); purified Mm-Cpn ATPase, ADP Transcreener TR-FRET; Potency, µM (titrated, usually from 76.9 µM), for inactives: at the top dose activity, negative = inhibition, actives largely listed as inhibitors; hit rate 0.031% among 330,000; also: potency is read from the fitted curve at half-maximal effect; % is scaled to controls: 0 for no effect and ±100 for the full control effect; nearly all actives have a fitted effect of over 80% in size
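Measured: ADP formation by purified Mm-CPN. Conditions: 25 nM protein, 10 uM ATP, Tris pH 7.4 with Mg2+, K+ and DTT, 37°C for 30 min. Detection: Transcreener HTRF after 30 min at room temperature.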
Akt phos inh: Akt phosphorylation inhibition | Neuro2A IGF-stimulated pAkt S473 HTRF, 20 min; hits give low values | hit rate 0.32% among 360,000 | activity change, % for hits at 50 µM; in the data active = activity change below about -80%; inconclusive = mostly about -51% to -80%; also: % is scaled to controls: 0 for no effect and ±100 for the full control effect
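Neuro2A cells in DMEM with 0.5% FBS, overnight at 37 deg C, given compound at single 50 µM final, then IGF (6 nM final) for 20 min at 37 deg C. Lysed; phospho-Akt Ser473 by HTRF after 24 h, 665/615 ratio.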
PTHR1 agonist: PTHR1 (human) receptor agonism; Q03431; HEK293 GP2 PTHR1 cells, GloSensor cAMP luminescence, 1 h; Potency, µM (doses to about 115 µM), for the others: top-dose activation, most hits filed as activators; hit rate 0.075% among 410,000; AID 743266; also: potency is read from the fitted curve at half-maximal effect; nearly all actives have a fitted effect of over 55% in size; some results filed as inactive show a strong effect at the top dose; inactives centre near -15; many of its hits are not listed in these tables
Target sequence (Q03431 whole entry, looked up): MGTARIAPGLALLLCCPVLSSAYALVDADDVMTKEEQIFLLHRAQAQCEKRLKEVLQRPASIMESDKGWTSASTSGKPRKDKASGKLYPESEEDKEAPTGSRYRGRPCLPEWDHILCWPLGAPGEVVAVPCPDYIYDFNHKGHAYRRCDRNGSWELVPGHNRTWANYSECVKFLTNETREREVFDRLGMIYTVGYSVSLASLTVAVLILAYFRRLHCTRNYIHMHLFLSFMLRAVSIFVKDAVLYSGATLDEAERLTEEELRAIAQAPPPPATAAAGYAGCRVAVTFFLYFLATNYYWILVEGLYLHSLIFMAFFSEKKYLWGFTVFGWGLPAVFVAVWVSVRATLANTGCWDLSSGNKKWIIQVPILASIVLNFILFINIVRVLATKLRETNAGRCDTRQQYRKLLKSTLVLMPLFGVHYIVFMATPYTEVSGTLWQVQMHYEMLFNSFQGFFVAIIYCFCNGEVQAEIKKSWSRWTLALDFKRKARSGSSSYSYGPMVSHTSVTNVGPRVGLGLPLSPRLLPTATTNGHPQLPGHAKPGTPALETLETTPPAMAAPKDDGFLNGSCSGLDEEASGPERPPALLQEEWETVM
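HEK-293-derived GP2 cells expressing PTHR1 and a GloSensor cAMP reporter, 3,000/well, plated overnight, given luciferin plus IBMX (each 0.5 mM as added) for 1 h at 37 °C, then compound for 1 h at 37 °C. Luminescence was read after 15 min at room temperature.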
Abeta rescue: A-beta toxicity reversal in yeast. yeast expressing A-beta42, growth rescue, OD600, 48 h; response scale: 0% DMSO, 100% iron-clioquinol control. Potency, µM (top dose mostly 46.1 µM), without a hit: at the highest dose growth rescue, most hits filed as activators. hit rate 0.063% among 410,000. AID 1347071; also: potency is read from the fitted curve at half-maximal effect; nearly all actives have a fitted effect of over 55% in size
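Yeast A-beta toxicity model in growth medium with pinned compounds, 48 h at 30 C; growth read as absorbance at 600 nm. Normalized to FeCl3/clioquinol equimolar mix (positive) and DMSO (negative).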
HEK293 tox: cytotoxicity counter-screen for GLP-1 receptor inverse agonists | HEK293 cAMP-luciferase reporter cells, luminescence, 24 h | hit rate 0.13% among 410,000 | Potency, µM (titrated, usually from 38.3 µM), for the others: at the top dose activity change, negative = inhibition, hits mostly inhibitors | AID 624418;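 also: loss of luciferase light is scored as toxicity; potency is read from the fitted curve at half-maximal effect; % is scaled to controls: 0 for no effect and ±100 for the full control effect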
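Step one: seed cells (200 cells/uL, DMEM with 10% Nu serum, 1% pen-strep). Step two: 12-hour incubation at 37 deg C. Step three: pin 23 nL compound, incubate 24 hr. Step four: add luciferase reagent, read luminescence 12 min later.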
The depositor's hits bear a star; i = inactive; u = inconclusive; x = not tested or not shown; [ ] = dose if it differs, or a comment. Unless noted, calls follow the shape of the dose curve; as a rule, active = well fitted curve in the direction sought with a large enough effect; inconclusive = small, poorly fitted or top-dose-only effect, or another doubt; inactive = no such curve, though single readings can be large; an effect the other way counts as inactive or inconclusive. Some of the compounds tested; the hit share may differ from the screen's.

SMILES	TDP43 rescue	aSyn yeast inh	FUS yeast rescue	GLP1R inv ag	MmCpn inh	Akt phos inh	PTHR1 agonist	Abeta rescue	HEK293 tox
COc1ccc([C@@H]2CC(=O)[C@@H]3CN(S(=O)(=O)c4ccc(C)cc4)[C@H](c4ccccc4)C[C@@H]3N2S(=O)(=O)c2ccccc2)cc1	0%	-2%	27%	19%	x	i	-14%	-18%	2%
COc1ccc(CN(C)C(=O)c2ccc3c(=O)n4c(nc3c2)CCC4)cc1	9%	1%	20%	-4%	-1%	i	i	4%	-23%
COc1ccc(CP(=O)(c2ccccc2)c2ccccc2)cc1	1%	-4%	13%	-14%	0%	i	19%	-8%	-2%
O=C(NCc1cccnc1)C(=O)Nc1nc(C23CC4CC(CC(C4)C2)C3)cs1	-21%	1%	u	u	0%	i	-25%	8%	-13%
COC(=O)c1cc(NC(=O)C2COc3ccccc3O2)ccc1Cl (stereo unspecified)	u	-1%	21%	21%	-2%	x	-11%[57.5 µM]	-62%[inhibitor]	3%
COc1ccc(-c2nc3ccccc3o2)cc1NC(=O)COc1ccc(C)c(C)c1	22%	0%	-12%	3%	x	x	i	-9%	-4%
O=S(=O)(Cc1ccc(Cl)cc1)c1ccccc1-c1nnc(-c2ccccc2)o1	-2%	-2%	-27%	-6%	-4%	i	-21%[57.5 µM]	1%	12%
O=S1(=O)c2ccccc2N(Cc2ccc(F)cc2)c2ccccc21	u	x	27%	u	x	x	-10%	-1%	11%
COc1ccc(OC)c(N=c2oc3c(OC)cccc3cc2C(=O)NCc2ccco2)c1	-12%	x	-26%	6%	-2%	x	-37%[inhibitor]	6%	4%
Cc1cc(C(=O)N2CCOCC2)ccc1[N+](=O)[O-]	16%[9.22 µM]	-1%	-8%	12%	-1%	i	-3%	-12%	8%
CCCNC(=O)CCn1nc(-c2ccc(Cl)cc2)c2ccccc2c1=O	-2%	7%	8%	-16%	0%	i	-7%	-14%	u
CCN(CC)CC#CCC(O)(c1ccccc1)c1ccccc1	-4%	-1%	-4%	u	0%	i	-17%	-20%	-19%

Arranged by SMILES length (highest first): 3 of the compounds above.
SMILES	TDP43 rescue	aSyn yeast inh	FUS yeast rescue	GLP1R inv ag	MmCpn inh	Akt phos inh	PTHR1 agonist	Abeta rescue	HEK293 tox
COc1ccc([C@@H]2CC(=O)[C@@H]3CN(S(=O)(=O)c4ccc(C)cc4)[C@H](c4ccccc4)C[C@@H]3N2S(=O)(=O)c2ccccc2)cc1	0%	-2%	27%	19%	x	i	-14%	-18%	2%
O=S(=O)(Cc1ccc(Cl)cc1)c1ccccc1-c1nnc(-c2ccccc2)o1	-2%	-2%	-27%	-6%	-4%	i	-21%[57.5 µM]	1%	12%
COc1ccc(CP(=O)(c2ccccc2)c2ccccc2)cc1	1%	-4%	13%	-14%	0%	i	19%	-8%	-2%

Other results
SMILES	TDP43 rescue	aSyn yeast inh	FUS yeast rescue	GLP1R inv ag	MmCpn inh	Akt phos inh	PTHR1 agonist	Abeta rescue	HEK293 tox
CC[C@@]1(C(=O)OC)N[C@H](CN(C)S(=O)(=O)c2ccccc2)[C@@H]2C(=O)N(Cc3ccccc3)C(=O)[C@@H]21	7%	3%	-16%	-12%	1%	i	-8%	12%	3%
COc1cccc(N2CCN(CC(=O)C34CC5CC(CC(C5)C3)C4)CC2)c1	u	-2%	7%	-4%	-2%	i	i	-1%	-11%
C=CCC1c2cccc(C(=O)O)c2C(=O)N1c1cccc(C)c1 (stereo unspecified)	u	-21%	1%	1%	-18%	i	-2%[57.5 µM]	-7%	-22%
COc1ccc(CNC[C@H]2O[C@@H](n3cnc4c(N)ncnc43)[C@H](O)[C@@H]2O)cc1OC	15%	2%	-40%	12%	1%	i	-14%	-3%	-12%
CCOC(=O)c1ccc(NC(=O)Cn2cc(C(=O)c3ccc(CC)cc3)c(=O)c3ccc(C)nc32)cc1	-13%	x	-11%	-10%	x	x	-11%	-13%	-11%
CCOC(=O)C(=O)Nc1nnc(COc2ccccc2)s1	13%	2%	-3%	1%	-4%	i	i	7%	-5%
CCOC(=O)CNC(=O)C1(NC(=O)CNC(=O)OCc2ccccc2)CCCC1	-24%	0%	x	0%	x	i	-20%	9%	-15%
CCOC(=O)c1c(NC(=O)COC(=O)CCOc2ccc(C)cc2)sc(C(=O)N(C)C)c1C	4%	-9%	u	6%	-3%	i	-36%	18%	-12%
O=C(NCC12CC3CC(CC(C3)C1)C2)c1cc2n(n1)C(C(F)(F)F)CC(c1ccco1)N2 (stereo unspecified)	7%	5%	21%	3.5µM*	-2%	i	i	-26%	-9%
Cc1cccc(/C=N/NC(=O)c2cc(-c3cccnc3)nc3ccccc23)c1	-10%	-3%	28%	6%	-3%	i	i	-15%	2%
Cc1ccc(CN=C(Nc2ccccc2)NC2CCCCC2)cc1	1%[9.22 µM]	3%	1%	-23%[7.66 µM]	2%	i	i	13%	-1%[7.66 µM]
COc1ccc(C2(O)CCN(C(=O)c3c(F)cccc3F)CC2)cc1	4%	-1%	-7%	0%	-1%	i	0%[57.5 µM]	0%	1%
CN1CCN(C(=O)c2cc3nc(-c4ccc(Cl)cc4)cc(C(F)(F)F)n3n2)CC1	4%	9%	-23%	5%	1%	i	i	9%[9.22 µM]	1%
CCN(CCn1cccn1)Cc1nc(-c2ccccc2)no1	13%[9.22 µM]	1%	-5%	-3%	-1%	i	i	11%	3%
O=C(CN1CCN(c2ccccn2)CC1)Nc1ccccc1	3%	0%	-17%	-23%	3%	i	i	4%	8%
Cc1cccc(C)c1-n1nnnc1C(c1ccnc2ccccc12)N1CCN(C/C=C/c2ccccc2)CC1 (stereo unspecified)	15%	-2%	13%	u	x	i	-21%	1%	-1%
CN(C)CCCO/N=C(\c1ccccc1)c1ccncc1	-1%	-14%	-2%	u	0%	i	i	23%	-9%
CC(C)S(=O)(=O)N1CCCC(C(=O)c2cccc(Cl)c2)C1 (stereo unspecified)	19%	2%	-22%	-26%	4%	i	i	3%	1%
O=[N+]([O-])c1cccc(S(=O)(=O)NCC2CCCO2)c1 (stereo unspecified)	-9%	-4%	x	30%[activator]	0%	i	i	u	55%
CCOC(=O)C1CCCN(c2nnnn2-c2ccccc2)C1 (stereo unspecified)	16%	4%	8%	-13%	1%	i	i	-2%	-7%
CC1CCc2c(sc3nc(CSc4ncn[nH]4)[nH]c(=O)c23)C1 (stereo unspecified)	-1%	0%	x	53%[activator]	-1%	i	-2%	-1%	-3%
O=c1[nH]n2c(=O)c3c([nH]c2c1N=Nc1cccc(Cl)c1)CCC3	-16%	0%	51%	0%	-2%	i	i	-37%	u
COc1ccc(O)c(-c2cc(-c3cccc(Br)c3)n[nH]2)c1	u	-46%[inhibitor]	27%	-62%	-1%	i	-26%[57.5 µM]	-90%[inhibitor]	-11%
NNC(=O)c1nc(-c2ccccc2)n2c1CCCCC2	-3%	2%	20%	0%	2%	i	i	-11%	1%

Single values from the results shown.
For HEK293 tox, CN(C)CCCO/N=C(\c1ccccc1)c1ccncc1 has -9%
For HEK293 tox, CN1CCN(C(=O)c2cc3nc(-c4ccc(Cl)cc4)cc(C(F)(F)F)n3n2)CC1 has 1%
For FUS yeast rescue, CCOC(=O)C1CCCN(c2nnnn2-c2ccccc2)C1 (stereo unspecified) has 8%
For Abeta rescue, Cc1cccc(C)c1-n1nnnc1C(c1ccnc2ccccc12)N1CCN(C/C=C/c2ccccc2)CC1 (stereo unspecified) has 1%
For FUS yeast rescue, CCN(CCn1cccn1)Cc1nc(-c2ccccc2)no1 has -5%

(more compounds)
SMILES	TDP43 rescue	aSyn yeast inh	FUS yeast rescue	GLP1R inv ag	MmCpn inh	Akt phos inh	PTHR1 agonist	Abeta rescue	HEK293 tox
CN1CCN(C(=O)C(=O)Nc2c3c(nn2-c2ccc(F)cc2)CSC3)CC1	1%	x	15%	17%	x	x	-20%	-8%	4%
COc1ccc(NC(=O)N2CCc3c(sc4c3CCCC4)C2c2ccccc2OC)cc1 (stereo unspecified)	30%	x	-22%	15%	x	x	-6%	-4%	-13%
CN1CCN(/C=N/c2c(C#N)cnn2Cc2ccccc2)CC1	4%	2%	13%	0%	3%	i	i	12%	3%
Cc1nc(C2CCCCC2)c(-c2ccccc2)c(N2CCOC2=O)c1C	-7%	-9%	-14%	-26%	x	i	19%	-16%	3%
CC1CCCCC12NC(=O)N(CC(=O)N1CCN(S(=O)(=O)c3ccc(Cl)s3)CC1)C2=O (stereo unspecified)	8%	0%	17%	-8%	x	i	-12%	-2%	12%
COc1ccc(C2(C)NC(=O)N(CC(=O)c3ccc4c(c3)OCO4)C2=O)cc1 (stereo unspecified)	22%	5%	x	9%	0%	i	-20%	8%	5%
COc1ccc(OC)c(NC(=S)N2CCCC2)c1	1%	-2%	-7%	2%	-1%	i	i	-1%	6%
CC1=C(C(=O)Nc2ccc(C)cc2)C(c2ccco2)NC(=O)N1 (stereo unspecified)	8%	3%	-7%	-4%	1%	i	i	-15%	-6%
O=C1C(Cl)=C(NC2CCCCC2)C(=O)N1Cc1ccccc1	-3%	-22%	6%	u	3%	i	i	u	44%[activator]
O=c1[nH]c2sc3c(c2c2nncn12)CCCC3	-3%	-1%	18%	15%	1%	x	-2%[57.5 µM]	4%	6%
CCOC(=O)c1cc(C#N)c(Oc2ccccc2)nc1-c1ccccc1	u	8%	8%	u	-1%	i	i	u	-6%
